inhibitors of VEEV = inhibitors of VEEV TC-83 cytopathic effect, confirmation, Vero cells (AID 588727); inhibition, % at 20 µM; hits with a dose series show IC50 in µM; Vero cells, VEEV TC-83 cytopathic effect inhibition; higher % means a stronger effect; 350,000 tested, 0.13% active; in the data active means a potency from the dose series; inconclusive means inhibition mostly from about 14% at the one dose, without a potency; inactive means the rest, 99 in 100 with inhibition below about 12%; further: strong numbers were not always called active
PhoP GFP inhibition = PhoP regulon inhibitors, Salmonella typhi PhoP promoter GFP reporter, confirmatory (AID 1850); Salmonella Typhi PhoP-promoter GFP reporter, fluorescence, 4 h; higher % means a stronger effect; inhibition, % at 50 µM, or IC50 in µM where a hit was titrated; 310,000 tested, 0.33% active; in the data active means a potency from the dose series; inconclusive means inhibition mostly from about 25% at the one dose, without a potency; inactive means the rest, 99 in 100 with inhibition below about 19%;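 further: 0% = induced wells with vehicle and 100% = uninduced wells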
tuberculosis growth = growth inhibition of non-replicating M. tuberculosis (AID 488890); Mycobacterium tuberculosis non-replicating, growth inhibition; higher % means a stronger effect; inhibition, % at 25 µM; hits with a dose series show IC50 in µM; 320,000 tested, 0.39% active; in the data active means a potency from the dose series; inconclusive means inhibition mostly from about 82% at the one dose, without a potency; inactive means the rest, 99 in 100 with inhibition below about 76%;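 further: plate controls were DMSO cells for no effect and high antibiotic wells for full effect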
H1N1 NS1A inhibition = H1N1 influenza NS1A inhibitors, functional cell based assay (AID 504329); 340,000 tested, 0.3% active; NS1A functional cell-based assay, percent inhibition; higher % means a stronger effect; one-dose inhibition, % at 12.5 µM; IC50 in µM for titrated hits; in the data active means a potency from the dose series; inconclusive means inhibition above about 27% without an active follow-up result; further: strong numbers were not always called active
M. tuberculosis HTS = M. tuberculosis growth inhibition, HTS (AID 449762) | M. tuberculosis H37Rv growth inhibition, 7H9 media; higher % means a stronger effect | inhibition, % at 25 µM, or IC50 in µM where a hit was titrated | 330,000 tested, 0.59% active; in the data active means a potency from the dose series; inconclusive means inhibition above about 70% without an active follow-up result;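 further: bacterial growth assessed after seven days of incubation; strong numbers were not always called active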
An asterisk follows results filed as active; i = inactive; u = inconclusive; x = not tested or not shown.

1: CC(=O)c1cccc(NC(=O)C(C)N(C)CC(=O)Nc2ccc(Cl)cc2)c1 (stereo unspecified)
2: CC1CN(c2ccccn2)C(C)CN1C(=S)Nc1ccccc1 (stereo unspecified)
3: Cc1cc(C)c(C)c(S(=O)(=O)N2CCC(C(=O)Nc3ccc(S(=O)(=O)N4CCOCC4)cc3)CC2)c1C
4: CSc1ccccc1-c1nnc(-c2ccc(C)cc2)o1
5: Cc1cc(N(C)C)c(C#N)c(=O)[nH]1
6: Cc1csc(NC(=O)c2ccco2)c1C(=O)c1ccccc1
7: O=C(Cc1ccc([N+](=O)[O-])cc1)Nc1ccc2c(c1)OCO2
8: CCc1nc2ccccc2c(C(=O)Oc2cccc3cccnc23)c1C
9: C/C=C(\CS(=O)(=O)c1ccccc1)S(=O)(=O)c1ccccc1
10: CCC1CN1P1(=O)OCC(C)([N+](=O)[O-])CO1 (stereo unspecified)

Screen / compound no.	1	2	3	4	5	6	7	8	9	10
inhibitors of VEEV	3.6%	0.0%	0.2%	1.4%	0.3%	i	0.3%	3.9%	3.9%	i
PhoP GFP inhibition	8%	x	-2%	8%	6%	2%	14%	-3%	8%	x
tuberculosis growth	14%	x	42%	u	-7%	0%	-2%	7%	44%	x
H1N1 NS1A inhibition	-8%	-16%	-3%	-4%	-4%	-5%	-16%	-5%	8%	0%
M. tuberculosis HTS	-2%	x	5%	u	-3%	-9%	-7%	u	-3%	x

11: CCNc1nc(SCCOc2ccc(C)cc2)nc(N(C)C)n1
12: CCc1ccc(N/C(=N/c2nc(C)cc(C)n2)NC(C)=O)cc1
13: O=C(COC(=O)c1ccc(F)cc1Cl)Nc1cccc(S(=O)(=O)N2CCOCC2)c1
14: Cc1cc(N)ncc1[N+](=O)[O-]
15: c1cc(Nc2cccc3nccnc23)c2nccnc2c1
16: Cc1cccc(C(=O)NCC(=O)N2CCN(S(=O)(=O)c3ccc4c(c3)OCCO4)CC2)c1
17: Cc1cc(-n2cnc(-c3cn(C)nc3C)n2)no1
18: COc1ccccc1/C=C1\SC(=O)N(CC(=O)NCCCn2ccnc2)C1=O
19: O=C(Nc1ncccn1)c1ccc(Cl)c([N+](=O)[O-])c1
20: Cc1ccc(-n2ncc3c2CC(C)(C)CC3NC(=O)c2cc[n+]([O-])cc2)cc1 (stereo unspecified)

Screen / compound no.	11	12	13	14	15	16	17	18	19	20
inhibitors of VEEV	2.3%	1.9%	3.6%	2.5%	8.0%	2.0%	3.7%	2.0%	i	2.5%
PhoP GFP inhibition	12%	-6%	x	x	-8%	x	1%	-8%	0%	-7%
tuberculosis growth	12%	17%	19%	x	66%	1%	0%	45%	0%	0%
H1N1 NS1A inhibition	-16%	-25%	-6%	1%	-1%	-2%	1%	-5%	1%	2%
M. tuberculosis HTS	-1%	u	5%	x	9.8µM*	-6%	-5%	6%	-2%	-2%

21: COC(=O)Cn1cnc(=O)c(C#N)c1/C=C/N(C)C
22: O=C(/C=C/c1ccc2c(c1)OCO2)NCc1ccco1
23: COc1ccc(NC(=S)NNC(=O)CCn2cc([N+](=O)[O-])cn2)cc1
24: c1ccc2c(c1)oc1c(NCCCN3CCOCC3)ncnc12
25: COCCNC(=O)C1CCN(Cc2cccc(OCc3ccccc3)c2)CC1
26: CCOC(=O)C1CCN(C(c2cc3cc(C)cc(C)c3[nH]c2=O)c2nnnn2C2CCCCC2)CC1 (stereo unspecified)
27: COc1cc(NC(=O)CCc2nnc3ccc(N4CCC(C)CC4)nn23)cc(OC)c1
28: Cc1ccc(C)c(C(=O)OCC(=O)Nc2cccc(S(=O)(=O)NC3=NCCCCC3)c2)c1
29: C[C@H](NC(N)=O)C(=O)Nc1ccc2c(c1)OCO2
30: O=C(COc1ccc(-c2ccccc2)cc1)Nc1cccnc1

Screen / compound no.	21	22	23	24	25	26	27	28	29	30
inhibitors of VEEV	0.5%	i	i	0.8%	0.0%	3.2%	0.7%	2.6%	1.5%	0.8%
PhoP GFP inhibition	-7%	1%	-6%	6%	-5%	-14%	-2%	0%	0%	x
tuberculosis growth	x	72%	-11%	-12%	-11%	6%	-15%	14%	-5%	3.3µM*
H1N1 NS1A inhibition	8%	29%	3%	9%	-6%	-1%	-5%	3%	14%	-4%
M. tuberculosis HTS	x	6%	-4%	-1%	-3%	-6%	0%	6%	-4%	u

Exported field by field: entries from further up
24. c1ccc2c(c1)oc1c(NCCCN3CCOCC3)ncnc12
  inhibitors of VEEV = 0.8% | PhoP GFP inhibition = 6% | tuberculosis growth = -12% | H1N1 NS1A inhibition = 9% | M. tuberculosis HTS = -1%

25. COCCNC(=O)C1CCN(Cc2cccc(OCc3ccccc3)c2)CC1
  inhibitors of VEEV = 0.0% | PhoP GFP inhibition = -5% | tuberculosis growth = -11% | H1N1 NS1A inhibition = -6% | M. tuberculosis HTS = -3%

26. CCOC(=O)C1CCN(C(c2cc3cc(C)cc(C)c3[nH]c2=O)c2nnnn2C2CCCCC2)CC1 (stereo unspecified)
  inhibitors of VEEV = 3.2% | PhoP GFP inhibition = -14% | tuberculosis growth = 6% | H1N1 NS1A inhibition = -1% | M. tuberculosis HTS = -6%

27. COc1cc(NC(=O)CCc2nnc3ccc(N4CCC(C)CC4)nn23)cc(OC)c1
  inhibitors of VEEV = 0.7% | PhoP GFP inhibition = -2% | tuberculosis growth = -15% | H1N1 NS1A inhibition = -5% | M. tuberculosis HTS = 0%

Remaining list, next part.
31: Cc1ccc(NC(=O)CSc2ccc(-c3cccnc3)nn2)cc1
32: CCOc1ccc(/C=C/C(=O)C(C(N)=O)=C2SCCS2)cc1
33: Cc1nc(C)c(-c2ccc(SCc3cccc(F)c3)nn2)s1
34: O=C(c1cc2c(s1)-c1ccccc1S(=O)(=O)C2)N1CCCC1
35: Cc1ccc(N(CC(=O)NCc2ccccc2)C(=O)c2csnn2)c(C)c1
36: CN1CCN(CCCNC(=O)c2ccc(/C=C3\Oc4ccccc4N(Cc4ccccc4F)C3=O)cc2)CC1
37: CCCOc1ccc2nc(C)c(CCC)c(SC(=N)N)c2c1
38: COc1ccc(CNC(=O)COC(=O)c2ccc(C)c(S(=O)(=O)N3CCOCC3)c2)cc1OC
39: CCOC(=O)CN(C(=O)c1ccccc1[N+](=O)[O-])C(C)(C)C
40: COc1ccc2c(c1)nc(SCC(=O)c1cccs1)n2C
41: O=C(Oc1cccnc1)c1ccc([N+](=O)[O-])cc1
42: COc1cc(SC)ccc1C(=O)NNC(=O)C1COc2ccccc2O1 (stereo unspecified)

Screen / compound no.	31	32	33	34	35	36	37	38	39	40	41	42
inhibitors of VEEV	i	1.9%	2.6%	1.8%	0.2%	14%	2.9%	6.2%	3.2%	i	i	3.2%
PhoP GFP inhibition	2%	-1%	5%	10%	4%	9%	3%	x	5%	-5%	-3%	x
tuberculosis growth	69%	-16%	62%	-4%	-18%	78%	-2%	0%	-18%	17%	39%	11%
H1N1 NS1A inhibition	10%	-4%	-8%	-32%	-6%	-14%	-22%	-15%	9%	-1%	1%	-1%
M. tuberculosis HTS	29%	-3%	7%	-1%	10%	58%	7%	-3%	-11%	4%	10%	1%

Part of the list above in order of molar mass, lowest first:
37: CCCOc1ccc2nc(C)c(CCC)c(SC(=N)N)c2c1
42: COc1cc(SC)ccc1C(=O)NNC(=O)C1COc2ccccc2O1 (stereo unspecified)
36: CN1CCN(CCCNC(=O)c2ccc(/C=C3\Oc4ccccc4N(Cc4ccccc4F)C3=O)cc2)CC1

Screen / compound no.	37	42	36
inhibitors of VEEV	2.9%	3.2%	14%
PhoP GFP inhibition	3%	x	9%
tuberculosis growth	-2%	11%	78%
H1N1 NS1A inhibition	-22%	-1%	-14%
M. tuberculosis HTS	7%	1%	58%

Screens deposited in PubChem by Southern Research Specialized Biocontainment Screening Center.
